ASK1 inh – ASK1 kinase inhibitors, primary screen, biochemical, AlphaScreen; AlphaScreen MKK6 phosphorylation by ASK1, luminescence; inhibition, % at 7.44 µM; 22,000 tested, 0.99% active; AID 1159602, 2016; in the data active = inhibition above about 35%;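 also: 0% = median of compound wells and 100% = no enzyme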
Target sequence (Q99683 whole entry, looked up): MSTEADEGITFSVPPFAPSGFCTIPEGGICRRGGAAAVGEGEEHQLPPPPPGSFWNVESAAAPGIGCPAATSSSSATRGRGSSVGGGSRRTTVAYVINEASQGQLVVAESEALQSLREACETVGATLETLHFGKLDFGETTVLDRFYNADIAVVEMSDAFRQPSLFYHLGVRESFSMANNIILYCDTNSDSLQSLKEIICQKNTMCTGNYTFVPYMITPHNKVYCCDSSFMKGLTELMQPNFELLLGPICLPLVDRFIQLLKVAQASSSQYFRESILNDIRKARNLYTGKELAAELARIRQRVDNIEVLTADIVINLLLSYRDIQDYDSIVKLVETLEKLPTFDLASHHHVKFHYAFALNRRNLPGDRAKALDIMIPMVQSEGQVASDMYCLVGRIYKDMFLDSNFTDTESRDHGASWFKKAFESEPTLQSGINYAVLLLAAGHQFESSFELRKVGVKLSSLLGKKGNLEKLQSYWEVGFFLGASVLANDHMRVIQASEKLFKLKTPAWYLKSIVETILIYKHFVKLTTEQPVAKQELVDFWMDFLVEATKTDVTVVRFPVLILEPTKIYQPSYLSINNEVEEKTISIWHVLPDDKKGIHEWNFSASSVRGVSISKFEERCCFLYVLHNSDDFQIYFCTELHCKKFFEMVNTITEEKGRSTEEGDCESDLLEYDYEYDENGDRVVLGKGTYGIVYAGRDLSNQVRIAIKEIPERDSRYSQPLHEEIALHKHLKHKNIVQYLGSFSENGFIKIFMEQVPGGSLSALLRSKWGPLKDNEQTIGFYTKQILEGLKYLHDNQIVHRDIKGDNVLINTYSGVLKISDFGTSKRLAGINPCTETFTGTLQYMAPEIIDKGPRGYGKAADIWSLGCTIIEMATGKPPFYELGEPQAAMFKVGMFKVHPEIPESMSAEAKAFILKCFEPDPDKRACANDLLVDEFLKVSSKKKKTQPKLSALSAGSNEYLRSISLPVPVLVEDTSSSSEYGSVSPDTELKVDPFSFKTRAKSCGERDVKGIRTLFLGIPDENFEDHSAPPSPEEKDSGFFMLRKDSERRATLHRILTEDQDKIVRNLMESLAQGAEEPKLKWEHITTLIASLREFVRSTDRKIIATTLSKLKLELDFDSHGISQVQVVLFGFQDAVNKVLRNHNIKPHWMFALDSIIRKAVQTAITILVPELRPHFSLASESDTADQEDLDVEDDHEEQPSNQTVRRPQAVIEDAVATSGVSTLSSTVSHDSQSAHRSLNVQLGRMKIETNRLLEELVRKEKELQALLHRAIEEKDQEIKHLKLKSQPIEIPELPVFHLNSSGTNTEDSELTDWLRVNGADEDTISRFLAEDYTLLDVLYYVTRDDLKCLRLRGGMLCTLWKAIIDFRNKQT
ULK1 primary – ULK1 kinase inhibitors, primary screen, biochemical, AlphaScreen; Serine/threonine-protein kinase ULK1 (Homo sapiens), O75385; AlphaScreen Atg13 phosphorylation by ULK1, luminescence; inhibition, % at 5.96 µM; 30,000 tested, 1.9% active; AID 1259251, 2017; in the data active = inhibition above about 43%;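 also: 0% = median of compound wells and 100% = no enzyme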
Active calls of the source: *; nt = no result given.

ASK1 inh	ULK1 primary	Molecule
2	0	COc1ccc(CCNc2nc(N3CCCC3CO)nc3c2ncn3CCN2CCCC2=O)cc1 (centres undefined)
nt	-4	O=C(O)c1nsnc1C(O)C(O)C(=O)O (centres undefined)
nt	4	CCN(CC)CCN1CCN(c2ccc(F)cc2F)C1=O
-3	18	O=C(NCc1ccccc1)c1cnc(Nc2ccncn2)s1
-2	-3	CNCCOc1cc(-c2cn[nH]c2)ccc1NC(=O)C1COc2ccccc2C1 (centres undefined)
20	7	FC(F)(F)c1cccc(CNc2nc(N3CCN(Cc4ccc5c(c4)OCO5)CC3)nc3c2ncn3-c2ccsc2)c1
5	-1	O=C(Nc1ccc(N2CCOCC2)cc1)c1cccc(-n2cc3c(n2)CCN(Cc2ccccc2)C3)c1
7	25	CCN(CC)C(=O)C1CCCN(c2nc(NCCc3ccc(OC)cc3)c3ncn(C4CCCCC4)c3n2)C1 (centres undefined)
18	5	c1ccc(OCCNc2nc(Nc3ccc(-n4ccnc4)cc3)nc3c2ncn3-c2ccsc2)cc1
-1	0	Cc1cc(NCCc2ccc(O)cc2)nc(NC2CCN(Cc3ccccc3)CC2)n1
2	15	CC(C)n1cnc2c(NC3CC3)nc(-c3ccc(N4CCOCC4)nc3)nc21
-17	-9	COc1cc(Nc2nc(NCCO)c3ncn(CCN4CCCC4=O)c3n2)cc(OC)c1OC
nt	7	CCCN1CCc2c(sc(N)c2C(=O)OC)C1
9	29	c1ccc(OCCNc2nc(Nc3cnccn3)nc3c2ncn3C2CCCCC2)cc1
nt	1	O=C(COc1ccccc1)NCCS(=O)(=O)N1CCN(c2ccccc2F)CC1
-5	14	O=C(Cc1ccccc1)Nc1cc(-c2cccc(C(=O)Nc3ccc(N4CCOCC4)cc3)c2)[nH]n1
-6	5	c1nc2nc(N3CCC(N4CCOCC4)CC3)nc(Nc3ccc(N4CCOCC4)cc3)c2[nH]1
2	24	Nc1nc(NCc2cccnc2)cc(-c2ccc(C(=O)NC3CC3)cc2)n1
4	21	O=C(NC1CC1)c1ccc(-c2nc3ncnc(Nc4ccc(N5CCOCC5)cc4)c3[nH]2)cc1
3	3	Cc1cnc(Nc2nc3ccccc3n2C)nc1Nc1ccccc1

The closing 2 records of the section above lead into the next.
ASK1 inh	ULK1 primary	Molecule
4	21	O=C(NC1CC1)c1ccc(-c2nc3ncnc(Nc4ccc(N5CCOCC5)cc4)c3[nH]2)cc1
3	3	Cc1cnc(Nc2nc3ccccc3n2C)nc1Nc1ccccc1
4	4	OCCNc1nc(Nc2ccc(-n3ccnc3)cc2)nc2c1ncn2Cc1ccc(C(F)(F)F)cc1
nt	-2	NS(=O)(=O)c1ccc(Cl)c(S(N)(=O)=O)c1
nt	-6	C=C(C)Cn1c(SCC(N)=O)nc2c1c(=O)[nH]c(=O)n2C
-10	-3	Nc1nc(NCc2cccc(C(F)(F)F)c2)cc(NC2CCN(Cc3ccccc3)CC2)n1
7	0	O=C([C@@H](O)c1ccccc1Cl)N1CCCN(S(=O)(=O)c2cccc3cnccc23)CC1
-13	-21	O=C(NCCCN1CCCC1=O)c1ccnc(N2CCN(c3ccccn3)CC2)c1
13	13	c1ccc(-n2cnc3c(NC4CC4)nc(Nc4ccc(N5CCOCC5)cc4)nc32)cc1
15	-13	CC(=O)Nc1ccc(Nc2nc(N3CCN(c4ccccn4)CC3)nc3c2ncn3-c2ccsc2)cc1
nt	2	CCC[n+]1cccc2cc(OC)ccc21
2	-1	CC(=O)Nc1ccc(NC(=O)c2csc(-c3cccs3)n2)cc1
15	9	COc1cc(Nc2nc(Nc3ccccn3)nc3c2ncn3C(C)C)cc(OC)c1OC
-12	-6	CN1CC[C@@H](Oc2cc(C(=O)Nc3ccc4[nH]ncc4c3)ccn2)C1
nt	4	Cc1nnc(NCc2nc3ccccc3[nH]2)c2ccccc12
-7	-4	O=C(NCc1ccccc1)c1cccc(Nc2cnccn2)c1
nt	13	CCOc1ccc(-c2cc(C)n3nc(C(=O)O)cc3n2)cc1
nt	-2	CCCn1c(-c2nnc(CC)o2)cc2ccccc21
7	2	O=C(Cc1ccc(Br)cc1)NCc1cn(-c2ccncc2)nn1
-13	3	c1ccc(CNc2cc(N3CCN(c4ccccn4)CC3)ncn2)cc1
-18	13	c1cc(NC2CCNCC2)c2ccncc2c1
4	12	CC(=O)Nc1cc(-c2cn[nH]c2)ccc1NC(=O)[C@H](N)Cc1cccc(F)c1
-6	-10	O=C(NC1CC1)c1ccc2nc(Nc3ccc(C(F)(F)F)cc3)sc2c1
nt	14	O=S(Cc1ccccn1)c1nc2ccccc2[nH]1 (centres undefined)
-10	7	Cc1cc(NCCO)nc(N2CCN(c3ccccn3)CC2)n1
nt	23	O=C(O)CCc1cc(I)c(Oc2ccc(O)c(I)c2)c(I)c1
5	0	COc1ccc(-c2nc3ccc(C(=O)NCCO)cc3s2)cc1
0	6	Cc1cc(NCCCN2CCOCC2)nc(-c2ccc(N(C)C)cc2)n1
1	6	CCCNC(=O)c1ccc2nc(N3CCC(N4CCOCC4)CC3)sc2c1
7	-20	CC(C)n1cnc2c(NCCc3ccc(O)cc3)nc(Nc3ccc(C(F)(F)F)cc3)nc21
1	-9	COc1ccc2c(c1)CC(C(=O)Nc1cc(F)c(-c3ccnc(N)n3)c(F)c1)CO2 (centres undefined)
0	0	Cc1nn(C)c(C)c1-c1nc(NCc2cccc(C(F)(F)F)c2)c2ncn(C3CCCCC3)c2n1
12	9	Cc1noc(C)c1-c1nccc(NC2CCN(Cc3ccccc3)CC2)n1
-14	3	NCC(=O)N1CCC(Nc2ccnc(Nc3ccc(S(N)(=O)=O)cc3)n2)CC1
-5	-25	Nc1nc(NCCO)cc(N2CCN(Cc3ccc4c(c3)OCO4)CC2)n1
nt	4	CCCNC(=O)c1ccc(OC)cc1OC
2	-6	CCCNc1cc(-c2ccc(C(=O)NC3CC3)cc2)ncn1
-2	-3	c1ccc(CN2CCC(Nc3nccc(NCCN4CCOCC4)n3)CC2)cc1
3	-8	NC(=O)c1ccc(-c2cc(C(=O)NCc3cccc(C(F)(F)F)c3)ccn2)cc1
nt	1	Cn1c(=O)[nH]c(N2CCOCC2)c(Cc2ccc(F)cc2Cl)c1=O
3	5	c1ccc2[nH]c(CNc3ccnc(Nc4ccncn4)n3)nc2c1
nt	9	COC(CNc1cc(-c2ccncc2)nc(-c2cccnc2)n1)OC

Another view of part of the listing above:
Screens in order – ASK1 inh	ULK1 primary
c1cc(NC2CCNCC2)c2ccncc2c1
    -18	13
CC(=O)Nc1cc(-c2cn[nH]c2)ccc1NC(=O)[C@H](N)Cc1cccc(F)c1
    4	12
O=C(NC1CC1)c1ccc2nc(Nc3ccc(C(F)(F)F)cc3)sc2c1
    -6	-10
O=S(Cc1ccccn1)c1nc2ccccc2[nH]1 (centres undefined)
    nt	14
Cc1cc(NCCO)nc(N2CCN(c3ccccn3)CC2)n1
    -10	7
O=C(O)CCc1cc(I)c(Oc2ccc(O)c(I)c2)c(I)c1
    nt	23
COc1ccc(-c2nc3ccc(C(=O)NCCO)cc3s2)cc1
    5	0
Cc1cc(NCCCN2CCOCC2)nc(-c2ccc(N(C)C)cc2)n1
    0	6
CCCNC(=O)c1ccc2nc(N3CCC(N4CCOCC4)CC3)sc2c1
    1	6
CC(C)n1cnc2c(NCCc3ccc(O)cc3)nc(Nc3ccc(C(F)(F)F)cc3)nc21
    7	-20
COc1ccc2c(c1)CC(C(=O)Nc1cc(F)c(-c3ccnc(N)n3)c(F)c1)CO2 (centres undefined)
    1	-9
Cc1nn(C)c(C)c1-c1nc(NCc2cccc(C(F)(F)F)c2)c2ncn(C3CCCCC3)c2n1
    0	0
Cc1noc(C)c1-c1nccc(NC2CCN(Cc3ccccc3)CC2)n1
    12	9
NCC(=O)N1CCC(Nc2ccnc(Nc3ccc(S(N)(=O)=O)cc3)n2)CC1
    -14	3
Nc1nc(NCCO)cc(N2CCN(Cc3ccc4c(c3)OCO4)CC2)n1
    -5	-25
CCCNC(=O)c1ccc(OC)cc1OC
    nt	4
CCCNc1cc(-c2ccc(C(=O)NC3CC3)cc2)ncn1
    2	-6
c1ccc(CN2CCC(Nc3nccc(NCCN4CCOCC4)n3)CC2)cc1
    -2	-3
NC(=O)c1ccc(-c2cc(C(=O)NCc3cccc(C(F)(F)F)c3)ccn2)cc1
    3	-8

Additional structures
ASK1 inh	ULK1 primary	Molecule
nt	-10	COc1cccc(CN(CCO)Cc2ccccc2)c1OC
13	-10	Cc1cccc(Nc2ccc3c(cnn3-c3cccc(C(=O)NCCN4CCN(C(=O)OC(C)(C)C)CC4)c3)c2)c1Cl
-11	1	O=C(NCCCN1CCCC1=O)c1cnc(N2CCOCC2)s1
2	-2	Cc1noc(C)c1-c1cc(C(=O)NC2CC2)ccn1
-26	4	Cc1cc(NCCCN2CCOCC2)nc(Nc2ccc(OC(F)(F)F)cc2)n1
nt	24	CSc1ccc(/C=C2/C(C)=C(CC(=O)O)c3cc(F)ccc32)cc1
-39	-24	O=C(COc1cccc(-c2nc(Nc3ccc4[nH]ncc4c3)c3ccccc3n2)c1)Nc1cccnc1
nt	4	COC(=O)C1=C(C#N)NC(C)=C(C(=O)OC(C)C)C1c1cccc([N+](=O)[O-])c1 (centres undefined)
12	-21	CCN(CC)c1nc(NCCOc2ccccc2)nc(Nc2cc(OC)c(OC)c(OC)c2)n1
-1	-6	COc1ccc2c(c1)CC(C(=O)Nc1ccc(-c3ccncc3)cc1OCCN1CCCC1=O)CO2 (centres undefined)
nt	-15	CCN(CC)N=Nc1ccc(S(=O)(=O)Nc2nc(C)cc(C)n2)cc1
-5	11	c1ccc2[nH]c(CNc3ncnc4nc(-c5ccc(N6CCOCC6)nc5)[nH]c34)nc2c1
nt	3	O=C(/C=C/c1ccccc1Cl)Nc1nnc(C2CCCO2)o1 (centres undefined)
-11	-3	CS(=O)(=O)c1ccc(Nc2nccc(-c3ccccc3)n2)cc1
nt	6	Oc1ccccc1-c1nnco1
nt	0	CC(C)c1c(C(=O)Nc2ccccc2)c(-c2ccccc2)c(-c2ccc(F)cc2)n1CC[C@@H](O)C[C@@H](O)CC(=O)O
27	23	CC(=O)Nc1ccc(Nc2cc(Nc3ccc(-n4ccnc4)cc3)nc(N)n2)cc1
6	-11	CN(C)CCOc1cc(-c2cn[nH]c2)cc2sc(C3COc4ccccc4C3)nc12 (centres undefined)
0	14	Cc1nn(C)c(C)c1-c1nc2ccc(C(=O)NCc3cccnc3)cc2s1
nt	5	Cc1ccc(-c2cnc(NCCCn3ccnc3)nc2)cc1
1	-9	COc1cc2nc(N3CCOCC3)nc(Nc3cc(OC)c(OC)c(OC)c3)c2cc1OC
1	-1	C=CCN1CCN(c2c(Cl)cccc2NC(=O)c2ccc(Br)[nH]2)CC1
nt	-18	Cc1ccccc1OCCNC(=O)CCCC(=O)NCCOc1ccccc1C
-6	0	O=C(NCc1ccccc1)c1csc(N2CCN(Cc3ccc4c(c3)OCO4)CC2)n1
nt	-6	COc1ccc(CCN2C(=O)CCn3c2nc2c3c(=O)[nH]c(=O)n2C)cc1OC
nt	4	C=C(C)n1c(=O)[nH]c2ccccc21
0	6	O=C(NCc1ccccc1)c1ccc2nc(Nc3ccccn3)sc2c1
nt	-4	CC1=C(/C=C/C(C)=C/C=C/C(C)=C/CO)C(C)(C)CCC1
5	8	c1cc(-c2ccc(-c3cn[nH]c3)cc2)nc(Nc2ccc(-n3cnc(N4CCOCC4)n3)cc2)n1
1	1	CC(=O)c1cccc(-c2ncc(C(=O)NCc3ccccc3)s2)c1
-10	4	COc1ccc(CCNc2nc(-c3ccc(OC)nc3)nc3c2ncn3C2CCCCC2)cc1
6	9	COc1cc2nc(N3CCC(N4CCOCC4)CC3)nc(Nc3ccc4c(c3)OCO4)c2cc1OC
2	0	O=C1CCCN1CCn1cnc2c(NCc3ccccc3)nc(NCc3ccc4c(c3)OCO4)nc21
-3	-9	FC(F)(F)c1ccc(Cn2cnc3c(NCCN4CCOCC4)nc(Nc4cnccn4)nc32)cc1
7	17	CC(C)n1cnc2c(N)nc(Nc3cnccn3)nc21
-15	5	Nc1cccc(-c2nc3ccc(C(=O)NCCO)cc3s2)c1
nt	3	Cn1c(NCCN(CCO)CCCc2ccc([N+](=O)[O-])cc2)cc(=O)n(C)c1=O
8	3	CC(C)n1cnc2c(NCCN3CCOCC3)nc(-c3cccs3)nc21
